A549 tox: Nrf2 qHTS screen for inhibitors: counterscreen for cytotoxicity; AID 504648, 2011; hit rate 0.16% among 390,000; A549 ARE-Fluc cells, CellTiter-Fluor viability, 18-24 h; Potency, µM (series often up to 46 µM), for the others: at the top dose activity change, negative = cytotoxicity, actives largely listed as inhibitors; further: potency means the concentration at half of the fitted maximal effect; on the % scale 0 is the no-effect control and ±100 the full control effect
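A549 ARE_Fluc cells in 5% FBS OPTI-MEM were exposed to compounds in concentration-response for 18-24 h at 37 deg C. Viability was read by CellTiter-Fluor fluorescence (Ex 405/Em 525) after 30 min, before the luciferase read.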
Nrf2 block: Nrf2 qHTS screen for inhibitors. A549 ARE-Fluc reporter, luciferase luminescence, 18-24 h. Potency, µM (series often up to 46 µM), for the others: at the top dose activity change, negative = inhibition, hits mostly inhibitors. hit rate 2.1% among 360,000. AID 504444, 2011; further: potency means the concentration at half of the fitted maximal effect; on the % scale 0 is the no-effect control and ±100 the full control effect; nearly all actives have a fitted effect of over 60% in size
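In this cell-based qHTS, ARE-driven firefly luciferase in A549 cells reports Nrf2 activity; the luminescent signal after BugLite lysis is the measured value, with a prior CellTiter-Fluor read for cell health.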
Mm-Cpn inhibitor: Inhibitors of TCP-1 ring complex (TRiC) of Methanococcus maripaludis (MmCpn): qHTS; Potency, µM (highest dose often 76.9 µM), without a hit: at the top dose activity, negative = inhibition, usual class: inhibitors; AID 504842, 2011; Chaperonin Mm-Cpn (Methanococcus maripaludis); purified Mm-Cpn ATPase, ADP Transcreener TR-FRET; hit rate 0.031% among 330,000; further: potency means the concentration at half of the fitted maximal effect; on the % scale 0 is the no-effect control and ±100 the full control effect; nearly all actives have a fitted effect of over 80% in size
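25 nM Mm-CPN + cpd, 10 min 37°C; + 10 uM ATP, 30 min 37°C; buffer 30 mM Tris pH 7.4, 100 mM KCl, 5 mM MgCl2, 1 mM DTT; Transcreener ADP HTRF detection 30 min RT.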
Akt phos inh: HTS Assay for Inhibitors of Akt Phophorylation: Primary Screen; activity change, % for hits at 50 µM; AID 651550, 2012; Neuro2A IGF-stimulated pAkt S473 HTRF, 20 min; active compounds read low; hit rate 0.32% among 360,000; in the data active means activity change below about -80%; inconclusive means mostly about -51% to -80%; further: on the % scale 0 is the no-effect control and ±100 the full control effect
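Neuro2A cells in DMEM with 0.5% FBS, overnight at 37 deg C, given compound at single 50 µM final, then IGF (6 nM final) for 20 min at 37 deg C. Lysed; phospho-Akt Ser473 by HTRF after 24 h, 665/615 ratio.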
Nrf2 ARE act: qHTS of Nrf2 Activators. Potency, µM (titrated, usually from 46.1 µM), for the others: at the top dose activation, actives largely listed as activators. AID 624171, 2012. hit rate 0.31% among 410,000. AREc32 ARE-luciferase reporter (MCF7-derived line), luminescence, 24 h; further: potency means the concentration at half of the fitted maximal effect; % of control where 0% means no effect; nearly all actives have a fitted effect of over 65% in size
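Cells of the AREc32 ARE-luciferase line are plated in OPTI-MEM containing 5% FBS and left overnight at 37 deg C. Compounds are pinned in, incubation continues 24 hr, and firefly luciferase signal is then measured.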
EPAC2 ag: qHTS for Agonist of cAMP-regulated guanine nucleotide exchange factor 4 (EPAC2): primary screen; Potency, µM (series often up to 154 µM), inactives show at the highest dose activation, usual class: activators; hit rate 0.079% among 360,000; Rap guanine nucleotide exchange factor 4 (Homo sapiens), Q8WZA2; AID 720711, 2013; EPAC2 activation, biochemical qHTS; response scale: 100% = 6.5 mM cAMP response; further: potency means the concentration at half of the fitted maximal effect; nearly all actives have a fitted effect of over 50% in size
Target sequence (Q8WZA2 whole entry, looked up): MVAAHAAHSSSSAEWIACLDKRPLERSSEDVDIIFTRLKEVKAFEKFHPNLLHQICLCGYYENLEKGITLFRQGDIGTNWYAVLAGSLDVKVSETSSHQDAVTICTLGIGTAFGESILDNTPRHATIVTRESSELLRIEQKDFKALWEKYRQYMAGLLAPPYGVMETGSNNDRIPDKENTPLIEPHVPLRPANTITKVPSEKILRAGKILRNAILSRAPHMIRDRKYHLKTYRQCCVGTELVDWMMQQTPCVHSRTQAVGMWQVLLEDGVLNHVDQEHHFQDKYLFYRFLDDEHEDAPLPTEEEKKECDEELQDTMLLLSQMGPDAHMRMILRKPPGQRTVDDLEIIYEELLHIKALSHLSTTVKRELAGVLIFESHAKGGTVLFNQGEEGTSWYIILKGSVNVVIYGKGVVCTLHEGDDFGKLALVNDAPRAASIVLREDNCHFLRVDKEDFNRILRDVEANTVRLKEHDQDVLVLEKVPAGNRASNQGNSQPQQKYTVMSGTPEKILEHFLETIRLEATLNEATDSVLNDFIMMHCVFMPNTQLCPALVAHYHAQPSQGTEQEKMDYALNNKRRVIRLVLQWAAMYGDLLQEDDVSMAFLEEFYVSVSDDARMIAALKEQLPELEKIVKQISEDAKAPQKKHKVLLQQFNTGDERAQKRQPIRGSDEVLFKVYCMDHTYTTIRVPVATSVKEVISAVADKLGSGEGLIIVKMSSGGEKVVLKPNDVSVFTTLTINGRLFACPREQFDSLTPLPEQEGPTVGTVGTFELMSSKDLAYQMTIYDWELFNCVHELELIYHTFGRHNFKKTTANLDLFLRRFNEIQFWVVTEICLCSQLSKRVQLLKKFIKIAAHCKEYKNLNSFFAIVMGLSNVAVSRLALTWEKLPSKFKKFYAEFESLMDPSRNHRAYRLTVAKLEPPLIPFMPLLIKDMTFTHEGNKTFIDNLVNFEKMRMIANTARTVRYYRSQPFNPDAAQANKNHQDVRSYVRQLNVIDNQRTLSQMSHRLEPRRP
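Setup: EPAC2 100 nM, labeled Rap1B complex 250 nM, free GDP 50 uM. Compound titrations pinned in, brief spin, 5 min room temperature incubation. Kinetic fluorescence read over 30 min, normalized to 6.5 mM cAMP.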
EPAC2 antag: qHTS for Antagonist of cAMP-regulated guanine nucleotide exchange factor 2 (EPAC2): primary screen | Rap guanine nucleotide exchange factor 4 (Homo sapiens), Q8WZA2 | EPAC2 GEF exchange of Rap1B-BODIPY-GDP, fluorescence | Potency, µM (series often up to 114 µM), inactives show top-dose activity, negative = inhibition, usual class: inhibitors | hit rate 0.18% among 360,000 | AID 720708, 2013; further: potency means the concentration at half of the fitted maximal effect; on the % scale 0 is the no-effect control and ±100 the full control effect; nearly all actives have a fitted effect of over 45% in size; many of its hits are not listed in these tables
CCT chaperon mod: High-Throughput Screening for Modulators of Cytosolic Chaperonin Activity; activity change, % (concentration not given with the values), hits read low; hit rate 0.3% among 360,000; purified chaperonin ATPase assay, HTRF ADP detection, 30 min; in the data active means activity change below about -30%; further: on the % scale 0 is the no-effect control and ±100 the full control effect
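ATPase activity: ADP formed was measured by HTRF Transcreener (665/615 nm ratio) after 30 min at 37 deg C with 10 uM ATP. Compounds screened at one 76 uM concentration against 40 or 20 nM TRiC in Tris pH 7.4/KCl/MgCl2/DTT buffer.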
TGFb SMAD3 inh: qHTS for Inhibitors of TGF-b. HepG2 CAGA-GFP TGF-b/SMAD3 reporter, GFP fluorescence, 18 h; TGF-beta stimulated, 500 pg/mL final. Potency, µM (top dose mostly 46.1 µM), without a hit: at the top dose activity, negative = inhibition, hits mostly inhibitors. hit rate 1.2% among 410,000; further: potency means the concentration at half of the fitted maximal effect; on the % scale 0 is the no-effect control and ±100 the full control effect; nearly all actives have a fitted effect of over 65% in size
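Per well, imaged GFP fluorescence of HEPG2 CAGA-GFP cells gives the signal; cells get compound, then TGF-beta (500 pg/mL final), 18 h at 37 degrees C; %Activity versus -TGF-beta and +DMSO controls.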
* hit, by the source's call; i = inactive; ? = inconclusive; nt = no result given; [ ] = dose if it differs, or a comment. Unless noted, the call rests on the fitted dose curve; in most records, active means well fitted curve in the direction sought with a large enough effect; inconclusive means small, poorly fitted or top-dose-only effect, or another doubt; inactive means no such curve, though single readings can be large; an effect the other way counts as inactive or inconclusive. The list is partial. The share of hits here may be higher or lower than overall.

entry	mol	A549 tox	Nrf2 block	Mm-Cpn inhibitor	Akt phos inh	Nrf2 ARE act
1	Cc1ccc(/C(O)=C2\C(=O)C(=O)N(c3cc(C)on3)C2c2cccc(Cl)c2)cc1 (centres undefined)	-17%	?	0%	i	2.2%
2	Oc1cccc(C2c3[nH]c4ccccc4c3CCN2Cc2ccc3c(c2)CCO3)c1 (centres undefined)	?	-23%	0%	i	2.8%
3	CCN(CC(=O)NCC1CCCO1)S(=O)(=O)c1ccc2ccccc2c1 (centres undefined)	-4%	0%	0%	i	0.1%
4	COc1c(S(=O)(=O)N2CCN(C(=O)c3ccco3)CC2)ccc(Cl)c1Cl	1%	-8%	1%	i	0.8%
5	O=C(NCC1CCCO1)c1cc2ccccc2cc1O (centres undefined)	16%	?	-5%	i	13%
6	O=C(O)c1ccc(OC2CSC2)cc1	15%	16%	3%	nt	-0.5%
7	NCCCCCc1cn([C@@H](CO)C(=O)NCCCCCCCCCCC(=O)N2CCNCC2)nn1	7%	15%	2%	i	0.4%
8	COc1cc(/C(C)=N/NC(=O)c2ccc(CSc3nncn3C)cc2)cc(OC)c1OC	2%	3%	-2%	i	-0.6%

entry	EPAC2 ag	EPAC2 antag	CCT chaperon mod	TGFb SMAD3 inh
1	-18%	-3%	-1.1	-2%
2	13%	-5%	0.8	?
3	5%	8%	1.9	1%
4	16%	-7%	-0.9	-18%
5	11%	27%	-1.7	0%
6	-82%[inhibitor][15.6 µM]	-10%	-0.4	-6%
7	8%	7%	-1.0	-2%
8	-1%	-3%	-3.4	6%

Later entries
entry	mol	A549 tox	Nrf2 block	Mm-Cpn inhibitor	Akt phos inh	Nrf2 ARE act
9	COc1cc(NC(=O)CSc2nnnn2-c2ccccc2)cc(OC)c1OC	-7%	1%	nt	i	0.1%
10	O=c1c2ccccc2n2c(-c3cccc(Cl)c3)nnc2n1Cc1ccccc1	18%	-10%	1%	i	-0.3%
11	CCOc1ccc(S(=O)(=O)c2cn(Cc3ccccc3)c3ccc(OCC)cc3c2=O)cc1	6%	3%	nt	nt	-0.9%
12	Cc1ccc2c(c1)N(CC(=O)O)C(=O)CO2	3%	2%	0%	i	0.0%
13	CC(/C=C/c1ccccc1)=N\Nc1nc2c(c(=O)[nH]c(=O)n2C)n1CCO	3%	-12%	-1%	i	28%
14	Oc1cc2c(cc1C(c1ccc(Cl)c(Cl)c1)N1CCCC1)OCO2 (centres undefined)	2%	19%	0%	i	5.2%
15	c1ccc(Nc2ncnc3[nH]ncc23)cc1	-5%	-26%	0%	i	-0.2%
16	COC(=O)c1ccc(NC(=O)CSc2nc3cccnc3n2C)cc1	-7%	?	-18%	i	0.0%

entry	EPAC2 ag	EPAC2 antag	CCT chaperon mod	TGFb SMAD3 inh
9	10%	7%	0.6	9%
10	-1%	10%	-2.5	?
11	nt	nt	nt	-14%
12	2%	10%	1.9	8%
13	7%	-2%	0.6	2%
14	8%	?	-0.9	?
15	-2%	0%	-3.4	?
16	1%	8%	-0.2	0%

The list continues.
entry	mol	A549 tox	Nrf2 block	Mm-Cpn inhibitor	Akt phos inh	Nrf2 ARE act
17	Cc1ccc(SCC(=O)OCC(=O)N(CCC#N)c2ccccc2)cc1C	-3%	4%	-1%	i	0.3%
18	CCc1ccc(NC(=S)Nc2cccc3cnccc23)cc1	2%	-25%	-3%	i	9.3%
19	O=C(Nc1ccccc1)N1CCn2c1nc1ccccc12	3%	?	2%	i	?
20	COc1ccccc1OCCCOc1ccc(/C=C2\SC(=O)NC2=O)cc1OC	-26%	?	2%	i	8.5%
21	COc1ccc(C(=O)CSc2nnc(NC(=O)C3CC(=O)N(c4ccccc4)C3)s2)cc1 (centres undefined)	-5%	9%	-10%	i	0.4%
22	COc1cc2c(cc1OC)C(C)N(C(=S)Nc1ccccc1)CC2 (centres undefined)	-6%	-1%	0%	i	-1.5%
23	Cc1cc(-c2ccc(S(=O)(=O)N3CCCCC3)s2)on1	0%	6%	0%	nt	-0.7%
24	COc1ccc(NC(=O)C2CCCN2S(=O)(=O)c2ccc3c(c2)CCC(=O)N3)c(OC)c1 (centres undefined)	1%	?	1%	i	2.1%

entry	EPAC2 ag	EPAC2 antag	CCT chaperon mod	TGFb SMAD3 inh
17	5%	1%	-2.1	-2%
18	-1%	-4%	-0.6	0%
19	6%	-4%	-2.6	?
20	5%	-10%	2.0	14%
21	-11%	7%	4.0	-3%
22	4%	0%	-0.2	12%
23	2%	-2%	-1.5	-5%
24	17%	-5%	-2.2	6%

Continued.
entry	mol	A549 tox	Nrf2 block	Mm-Cpn inhibitor	Akt phos inh	Nrf2 ARE act
25	CC(=O)Nc1cccc(NC(=O)C2CCCN2C(=O)Nc2cccc(C)c2)c1 (centres undefined)	1%	11%	0%	i	0.1%
26	C#CCOCCOCCOCCNc1nc(N2CCN(C(=O)CCCCCCCCCCNC(=O)Cn3cc(CCCCCN)nn3)CC2)nc(N2CCN(C(=O)CCCCCCCCCCNC(=O)[C@@H]([C@H](C)O)n3cc(C)nn3)CC2)n1	-6%	?	0%	i	-2.4%
27	Cc1cccc(-c2nc(NCCCN(C)C)c3ccccc3n2)c1	-12%	5%	-7%	i	8.2%
28	Cc1ccc(S(=O)(=O)N(C)c2cc(S(=O)(=O)N3CCOCC3)c(C)cc2C)cc1	0%	?	-3%	i	-0.2%
29	O=C1CCC[C@H]2c3[nH]c4ccccc4c3CCN12	13%	2%	nt	i	5.6%
30	O=C(NNS(=O)(=O)c1ccccc1)c1ccccc1-n1cccc1	-6%	6%	1%	i	0.0%
31	O=C(OCCCc1cc2ccccc2c(=O)o1)c1ccccc1C(F)(F)F	5%	6%	-1%	i	3.2%
32	CCOC(=O)[C@]12CCC=C1N(Cc1ccccc1)C(=O)[C@H](CC(=O)NCCC(C)C)C2	nt	nt	nt	i	-0.6%

entry	EPAC2 ag	EPAC2 antag	CCT chaperon mod	TGFb SMAD3 inh
25	-8%	-2%	1.7	3%
26	5%	13%	-1.8	?
27	-4%	9%	2.5	7%
28	2%	-2%	1.4	14%
29	6%	5%	0.0	-8%
30	4%	5%	-0.4	1%
31	14%	-10%	0.8	?
32	3%	4%	-0.1	nt

Further records:
entry	mol	A549 tox	Nrf2 block	Mm-Cpn inhibitor	Akt phos inh	Nrf2 ARE act
33	CCC(C)N(C(=O)CSc1nnnn1-c1ccccc1OC)C1CCS(=O)(=O)C1 (centres undefined)	0%	-2%	-1%	i	-1.3%
34	CS(=O)(=O)N1CCC(C(=O)N2CCN(Cc3ccccc3)CC2)CC1	10%	-3%	-1%	i	-0.5%
35	O=C(C1=C[C@H](c2ccc3c(c2)OCO3)C[C@H](OCc2ccc(CO)cc2)O1)N1CCN(Cc2ccc3c(c2)OCO3)CC1	-7%	21µM*	nt	i	6.9%
36	CC(C(=O)O)c1ccc2c(c1)[nH]c1ccc(Cl)cc12 (centres undefined)	-2%	9%	1%	i	0.3%
37	Cc1ccc(C)c(N2CCN(C(=O)CCS(=O)(=O)c3cccc4nonc34)CC2)c1	-8%	?	1%	i	3.0%
38	COc1ccc(NC(=S)NC23CN4CN(CN(C4)C2)C3)cc1	-1%	3%	1%	i	-0.6%[9.22 µM]
39	COc1ccc(C2C(C(=O)NCC3CCCO3)c3cc(OC)c(OC)cc3C(=O)N2C)cc1OC (centres undefined)	2%	10%	-3%	i	-0.4%
40	COc1ccc(CN2CCC[C@]3(N[C@H](c4ccc(C)cc4)[C@@H]4C(=O)N(Cc5ccccc5)C(=O)[C@@H]43)C2=O)cc1	nt	nt	nt	i	1.3%

entry	EPAC2 ag	EPAC2 antag	CCT chaperon mod	TGFb SMAD3 inh
33	7%	2%	-2.1	-8%
34	-1%	-1%	-1.8	-10%
35	16%	3%	-4.1	-35%
36	-4%	-23%	-1.6	17%
37	10%	-3%	-1.5	0%
38	7%	1%	-1.3	3%
39	9%	-3%	-1.1	1%
40	8%	-7%	-1.2	-12%

Continuation.
entry	mol	A549 tox	Nrf2 block	Mm-Cpn inhibitor	Akt phos inh	Nrf2 ARE act
41	COC(=O)[C@@]1(Cc2ccc(F)cc2)[C@H]2c3cc(C(=O)N4CCCC4)n(Cc4cc(C)n(C)n4)c3C[C@H]2CN1C(=O)c1ccccc1	nt	nt	nt	i	0.7%
42	O=C(CSc1ccc(-c2ccccc2)nn1)c1ccccc1	-2%	?	0%	i	5.5%
43	CC(C)c1nc(C#N)c(NN)o1	-4%	6%	-1%	i	5.0%
44	Cn1c(=O)n(C)c2cc(NS(=O)(=O)c3cccs3)ccc21	1%	-4%	2%	i	4.6%
45	CCc1ccccc1NC(=O)c1ccoc1C	-4%	3%	0%	i	0.2%

entry	EPAC2 ag	EPAC2 antag	CCT chaperon mod	TGFb SMAD3 inh
41	8%	2%	-2.0	nt
42	2%	-6%	-0.1	-29%
43	7%	8%	-0.6	-5%
44	2%	-5%	-1.0	13%
45	4%	-1%	0.7	-4%

Screening data (PubChem BioAssay)
